# EP2 modulator = EP2 receptor modulators, cAMP readout, primary screen, cell-based, HTRF cAMP, PGE2 stimulation; EP2-expressing cells, cAMP HTRF FRET, PGE2 co-stimulation; induction, % at 25 µM; 260,000 tested, 0.83% active;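 active means compounds whose cAMP rise, as percent of the full-agonist control response, exceeds 60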;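 further: rat C6 glioma line stably carrying human EP2 under a CMV promoter; the protocol text gives 20 µM as final concentration; 100% = response of wells given 1 µM PGE2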
# Target sequence (P43116 whole entry, looked up): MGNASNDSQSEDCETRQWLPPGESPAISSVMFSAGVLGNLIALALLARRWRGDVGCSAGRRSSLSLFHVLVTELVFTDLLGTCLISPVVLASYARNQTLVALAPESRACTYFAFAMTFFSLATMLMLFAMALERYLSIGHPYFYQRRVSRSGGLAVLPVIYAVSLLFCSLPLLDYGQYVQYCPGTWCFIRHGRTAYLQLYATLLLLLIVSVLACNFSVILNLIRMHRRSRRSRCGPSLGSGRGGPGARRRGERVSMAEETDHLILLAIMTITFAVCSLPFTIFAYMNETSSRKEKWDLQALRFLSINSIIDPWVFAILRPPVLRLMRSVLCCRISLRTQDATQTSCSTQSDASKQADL
# CHOP inhibitor = inhibitors of CHOP promoter induction, primary screen, cell-based, unfolded protein response, luciferase reporter; inhibition, % at 10 µM; AID 2732, 2010; CHO-K1 CHOP-promoter luciferase, tunicamycin-induced, 15-18 h; 220,000 tested, 3.8% active;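 active means compounds that reduced the stress-induced luciferase reporter signal by more than about 70% of percent inhibition, limit read from the data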;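 further: 0% = tunicamycin plus vehicle and 100% = wells without tunicamycin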
# * = called active by the depositor; & = joins results of further samples.
EP2 modulator,CHOP inhibitor,Compound
-12,92*,COc1ccc(C2CC(O)(c3ccccc3)Oc3cc(OC)ccc32)cc1 (stereo unspecified)
38,52,C[C@@]12CCC=C[C@H]1[C@H](c1ccc3ccccc3c1Br)N(Cc1ccccc1)C2=O
18,-18,COC(=O)CCC(=O)OC1(C)C(=O)C2=CN(CCN3CCOCC3)C(c3ccc(OC)cc3)=CC2=C(Br)C1=O (stereo unspecified)
-9,1,CC1(OC(=O)CCc2ccccc2)C(=O)C=C2C=C(c3ccc(C#N)cc3)N(Cc3ccccc3)C=C2C1=O (stereo unspecified)
21&16,-4,Cc1cc(N)c2ccccc2[n+]1CCCCCCCCCC[n+]1c(C)cc(N)c2ccccc21
23,-12,COC(=O)c1cccc2nc3c(C(C)O)cccc3nc12 (stereo unspecified)
7&31,-10,CCCCOc1cc(CC2CNC(=O)N2)ccc1OC (stereo unspecified)
23,8,O=C(NCc1ccco1)C1CC(c2cc(C(F)(F)F)cc(C(F)(F)F)c2)=NO1 (stereo unspecified)
-6,4,COc1c(-c2ccc(O)cc2)oc2cc(O)cc(O)c2c1=O
-5,8,COc1cc(OC)c2ccc(=O)oc2c1C(CCN1CCCC1)c1ccc2c(c1)OCO2 (stereo unspecified)
16,-6,COc1ccc(Cl)cc1C(=O)Nc1cc(=O)n(C)c(=O)n1C
24,0,CCSc1nnc(NC(=O)CSc2nc3c(c(=O)n2CCOC)SC(C)C3)s1 (stereo unspecified)
17,-43,COc1cc(OC)c(C(=O)/C=C/c2ccccc2)c(O)c1O
5,18,Cc1nc(C(=O)NCCC(C)C)sc1C1(C)CC(c2cccc([N+](=O)[O-])c2)=NO1 (stereo unspecified)
8,101*,NC(=O)CC(NC(=O)Cc1cccc2ccccc12)c1ccc(NCc2ccccc2)c([N+](=O)[O-])c1 (stereo unspecified)
-12,2,CCN1CCN(Cc2ccc(NC(=O)c3cc(NC(=O)c4cnnc5ccccc45)cc(OC)c3)cc2C(F)(F)F)CC1
15,59,COc1ccccc1N1CCN(CCN(C(=O)C2CCCCC2)c2ccccn2)CC1
9,22,COc1ccc(C2/C=C\CN(S(=O)(=O)/C=C/c3ccccc3)CC(=O)N2Cc2ccc(F)cc2)cc1 (stereo unspecified)
-12,11,NC1=NC[C@H](c2ccccc2)N1CCCCC1CCCCC1
22,-13,Cc1cc(C)n2nc3nc(N4CCCCC4)nc(-c4ccco4)c3c2n1
17,-3,COc1ccc(C(CC(=O)N2CCCC(C)C2)c2c(O)cc(OC)cc2OC)cc1 (stereo unspecified)
2,-8,Cc1ccc(C(=O)NCCN2C3=NC[C@H](Cc4ccc(O)cc4)N3C[C@H]2Cc2ccc(O)cc2)cc1Br
14,-2,CC1(OC(=O)C2CCCC2)C(=O)C=C2C=C(c3ccsc3)N(Cc3ccc4c(c3)OCO4)C=C2C1=O (stereo unspecified)
-15,11,C/C=C(\C)C(=O)Nc1cccc(C2=NOC3(C2)C[C@H](C(N)=O)N(C(=O)c2cc([N+](=O)[O-])cc([N+](=O)[O-])c2)C3)c1 (stereo partly specified)
17,4,CCOC(=O)c1[nH]c2ccccc2c1NC(C)=O
-1,-13,COC/C=C/C1=CC2=CC(=O)C(C)(OC(=O)c3cnc4ccccc4n3)C(=O)C2=CN1c1ccccc1 (stereo unspecified)
-9,-25,C=C(C)C(=O)Nc1cccc(C2=NOC3(C2)C[C@@H](C(N)=O)N(C(=O)[C@H]2CCC(=O)N2)C3)c1 (stereo partly specified)
-19,9,COc1cc2c(cc1C(F)(F)F)N(C(=O)Nc1cc(F)cc(-c3cccnc3)c1)CC2
26,90*,CCCCC1=CC2=C(c3ccco3)C(=O)C(C)(OC(=O)c3ccc(OC)cc3)C(=O)C2=CN1CC1CC1 (stereo unspecified)
13,-11,Cc1ccc(CNC(=O)C2CC3Cn4c(nc5cc(Cl)c(Cl)cc54)C3N2C)o1 (stereo unspecified)
-25,2,COc1cc(O)c(C(CCN2CCCCC2)c2ccc(N(C)C)cc2)c(OC)c1 (stereo unspecified)
-6,-17,COC(=O)CCCC1=CC2=CC(=O)C(C)(OC(=O)c3cccs3)C(=O)C2=CN1c1ccc(OC)cc1 (stereo unspecified)
-1,-5,Cc1noc(C)c1S(=O)(=O)Nc1ccc(O)c2c(=O)cc(-c3ccccc3Cl)oc12
6,-8,COc1ccc(C[C@H]2CN3C(=NC[C@@H]3Cc3ccc(O)cc3)N2C[C@H](C)NC(=O)CCC2CCCCC2)cc1
0,2,C/C=C(/C)C(=O)Nc1cccc(C2=NOC3(C2)C[C@H](C(N)=O)N(C(=O)c2ccccc2)C3)c1 (stereo partly specified)
21,26,COc1ccc([C@H]2C=C3CN(C(=O)OC(C)(C)C)S(=O)(=O)[C@H]3C[C@H]2OC(=O)c2ccc(C(F)(F)F)cc2)cc1
-5,-11,CSCC[C@@H](C(=O)O)N1Cc2ccccc2C1=O
6,5,COc1ccc(C(CC(=O)N2CCN(c3ccccc3)CC2)c2c(O)cc(OC)cc2OC)cc1 (stereo unspecified)
25,-5,COc1cc(O)c(C(CC(=O)N2CCCC2)c2cc(OC)c(OC)c(OC)c2)c(OC)c1 (stereo unspecified)
-16,-10,C=C(C)C(=O)Nc1cccc(C2=NOC3(C2)C[C@H](C(N)=O)N(C(=O)CC#N)C3)c1 (stereo partly specified)
19,-13,COC(=O)CCC(=O)OC1(C)C(=O)C2=CN(CCCOC(C)C)C(c3ccc(OC)cc3)=CC2=C(Br)C1=O (stereo unspecified)
10,-5,C/C=C\C(=O)Nc1cccc(C2=NOC3(C2)C[C@H](C(N)=O)N(C(=O)Cc2ccc([N+](=O)[O-])cc2)C3)c1 (stereo partly specified)
13,18,CC(C)C[C@H](NC(=O)c1nc[nH]c1C(=O)N1CCC(C)CC1)C(=O)OC(C)(C)C
25&26,5,CN[C@H](CC(=O)O)C(=O)O
20,-6,COc1cc2c(cc1O)[C@@H]1Cc3cc(OC)c(OC)cc3C(C2)N1C
-12,-18,CC(=O)Nc1ccc(SC[C@H](CC(C)C)N2CCN(CCc3ccccc3)CCC2=O)cc1
-27,-5,COc1[nH]c2ccc(F)cc2c1C(=O)OCC1CCN(CCNS(C)(=O)=O)CC1
3,5,COC(C[C@H](O)C[C@H](O)COCc1ccccc1)OC
-37,-11,COc1ccc(C[C@H]2c3cc(O)c(OC)cc3CC[N+]2(C)[O-])cc1O (stereo partly specified)
13,-7,CCC(=O)Nc1cccc(C2=NOC3(C2)C[C@@H](C(N)=O)N(C(=O)c2cc([N+](=O)[O-])cc([N+](=O)[O-])c2C)C3)c1 (stereo partly specified)
-20,26,COc1ccc(CCNC(=O)C2CC3Cn4c(nc5cc6ccccc6cc54)C3N2C)cc1 (stereo unspecified)
19,12,N[C@@H](CO)c1cn([C@@H](Cc2cc3ccccc3[nH]2)C(=O)N2CCNCC2)nn1
-18,1,CC1CCc2c(sc3ncnc(NCCN4CCOCC4)c23)C1 (stereo unspecified)
-11,74*,C/C=C(/C)C(=O)OC1Cc2c(ccc3ccc(=O)oc23)OC1(C)C (stereo unspecified)
-7,3,COCCN=C1OC(=O)N2C(=O)C3=C4[C@@H](C[C@H]5C(=O)N(c6ccccc6)C(=O)[C@H]5[C@H]4[C@@]12Cc1ccccc1)[C@H]1C(=O)N(c2ccccc2)C(=O)[C@H]1[C@H]3C
31,32,c1ccc(C2[C@H]3CN(CC4CCCCC4)[C@H](c4ccccc4)C34CC2(c2cccnc2)C4)cc1 (stereo partly specified)
12,-21,OC[C@H]1O[C@@H](n2cnc3c(NC4CCCC4)ncnc32)C(O)[C@H]1O (stereo partly specified)
-1,5,C[C@H](NC(=O)c1nc[nH]c1C(=O)N1CCN(c2ccccc2)CC1)C(=O)OC(C)(C)C
22,-2,CN(C)CCNC(=O)c1onc(CSc2ccc(F)c(F)c2)c1C(=O)NCCN(C)C
9,-1,CCCN1CCC(=O)N([C@H](CSc2ccc(OC)cc2)CC(C)C)CC1

# (next part)
EP2 modulator,CHOP inhibitor,Compound
-9,5,NC(=O)CC(NC(=O)Cc1cccc2ccccc12)c1ccc(N2CCc3ccccc3C2)c([N+](=O)[O-])c1 (stereo unspecified)
16,-17,CN(C)CC[C@@H](c1ccc(Cl)cc1)c1ccccn1
28,46,COCCNc1nc(-c2cc(-c3ccc(Cl)cc3)on2)cc(C(C)C)n1
-22,2,CCO[C@@H]1OC(C(N)=O)=C[C@H](C2CCCCC2)[C@H]1CCCO
-26,26,Cc1c(C(=O)NC2CC2)oc2ccc(S(=O)(=O)N3CCCCCC3)cc12
5,-21,O=C(CN1CCN(Cc2ccccc2Cl)C1=O)NCC1CCCO1 (stereo unspecified)
18&12,11&-22,N=C(N)c1ccccc1
1,13,Cc1cc(C)n2nc(SCc3ncc(-c4ccccc4)o3)nc2n1
22,2,CCO[C@H]1OC(C(=O)NC2CC2)=C[C@@H](c2ccccc2)[C@@H]1CCCO
16,5,CCC1=C2CC[C@H]3C(=O)N(c4ccccc4)C(=O)[C@H]3[C@H]2[C@@]2(C)C(=NCC(=O)OC)OC(=O)N2C1=O
5,-16,O=c1[nH]c(=O)n([C@H]2C[C@H](O)[C@@H](CO)O2)cc1/C=C/Br
-5,-29,CC1CCCC(C)N1C(=O)Cn1c(=O)sc2ccccc21 (stereo unspecified)
10,31,Cc1cccc(CCNC(=O)C2CCC(CNc3c(N4CCCC4)c(=O)c3=O)CC2)c1 (stereo unspecified)
-6,32,COc1cc(OC)c2ccc(=O)oc2c1C(CC(=O)N1CCOCC1)c1ccc(N(C)C)cc1 (stereo unspecified)
37,10,COc1ccc(-c2ccc(OC)c([C@H]3[C@@H]4C=CCC[C@@]4(C)C(=O)N3Cc3ccccc3)c2)cc1OC
-19,10,C/C=C(/C)C(=O)Nc1cccc(C2=NOC3(C2)C[C@H](C(N)=O)N(C(=O)c2ccc(Cl)cc2)C3)c1 (stereo partly specified)
2,-1,COC(=O)N1C/C=C\C(c2ccc(OC)cc2)N(Cc2ccc(F)cc2)C(=O)C1 (stereo unspecified)
15,-7,Cc1ccccc1Cn1c(=O)[nH]c2ccccc21
-22,63,COc1ccc(CCNc2ccc(C(CC(N)=O)NC(=O)Cc3cccc4ccccc34)cc2[N+](=O)[O-])cc1 (stereo unspecified)
-28,44,CCCCCc1cc(=O)oc2c(C(CCN3CCCC3)c3cc(OC)c(OC)c(OC)c3)c(OC)cc(OC)c12 (stereo unspecified)
12,-3,Cn1c(C(=O)NCCN2CCN(Cc3ccccc3)CC2)cc2c(=O)n(C)c3ccccc3c21
19,-10,CC(C)NC[C@H](O)COc1ccc(CC(N)=O)cc1
0,-7,COc1ccccc1C(=O)Nc1nnc(-c2ccc(Cl)cc2)o1
1,7,COc1cc(NC(=O)c2ccnc(N)c2)cc(C(=O)Nc2cccc(C(F)(F)F)c2)c1
7,48,COCCNC(=O)Cn1cc2c(n1)CCC(C)C2 (stereo unspecified)
17,-1,COc1ccccc1C(=O)OCn1nnc2ccccc2c1=O
6,-8,CCN(CC)CCC(c1ccc2c(c1)OCO2)c1c(O)cc(OC)cc1OC (stereo unspecified)
-1,24,Clc1ccc(C2[C@H]3CN(CC4CCCCC4)[C@H](c4ccccc4)C34CC2(c2cccnc2)C4)cn1 (stereo partly specified)
16,8,CC(C)OCCCN1C=C2C(=O)C(C)(OC(=O)CCc3ccccc3)C(=O)C=C2C=C1c1ccc(C#N)cc1 (stereo unspecified)
-12&5,5,NNc1nncc2ccccc12
-5,16,C=C(C)C(=O)Nc1cccc(C2=NOC3(C2)C[C@@H](C(N)=O)N(C(=O)C2(C)CC2)C3)c1 (stereo partly specified)
-12,11,COc1cc2cc(Oc3ccc4ccc(=O)oc4c3)c(=O)oc2cc1OC(=O)/C=C/c1ccccc1

# Reformatted field by field: four of the compounds above
> CN(C)CCNC(=O)c1onc(CSc2ccc(F)c(F)c2)c1C(=O)NCCN(C)C
  EP2 modulator = 22
  CHOP inhibitor = -2
> CCCN1CCC(=O)N([C@H](CSc2ccc(OC)cc2)CC(C)C)CC1
  EP2 modulator = 9
  CHOP inhibitor = -1
> NC(=O)CC(NC(=O)Cc1cccc2ccccc12)c1ccc(N2CCc3ccccc3C2)c([N+](=O)[O-])c1 (stereo unspecified)
  EP2 modulator = -9
  CHOP inhibitor = 5
> CN(C)CC[C@@H](c1ccc(Cl)cc1)c1ccccn1
  EP2 modulator = 16
  CHOP inhibitor = -17

# Three entries from above, with two lines to a compound:
# Values run as follows: EP2 modulator | CHOP inhibitor
Cn1c(C(=O)NCCN2CCN(Cc3ccccc3)CC2)cc2c(=O)n(C)c3ccccc3c21
→ 12 | -3
CC(C)NC[C@H](O)COc1ccc(CC(N)=O)cc1
→ 19 | -10
COc1ccccc1C(=O)Nc1nnc(-c2ccc(Cl)cc2)o1
→ 0 | -7

# The list is partial; rates above refer to the full screens.
